TRPV1 agonist: HTS Assay for Compounds that Act as Agonists of the Vanilloid Receptor 1. Transient receptor potential cation channel subfamily V member 1 (Homo sapiens), Q8NER1. TRPV1-expressing cells, Fluo-8 calcium influx, agonist mode. activation, % at 8.33 µM. 0.19% of 320,000 active. AID 540275, 2011; in the data active means activation above about 80%; inconclusive means between about 30% and that limit; further: 0% is about no effect
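Fluo-8 calcium influx in TRPV1-expressing cells, kinetic read (ex 480/em 520 nm). Compound added and read 3 min for agonist activity, followed by capsaicin at EC20 final and 2 min further read for enhancement.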
KCNH2 3.1 block: qHTS for Inhibitors of KCHN2 3.1: Mutant qHTS | 0.95% of 340,000 active | Potassium voltage-gated channel subfamily H member 2, brain isoform KCNH2 3.1 (human) | U2OS KCNH2 3.1, thallium flux FluxOr; active compounds read low | activity change, % (tested at about 1.8 µM);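 active means maximum activity change below -70%; inconclusive means maximum activity change from -70% to -50%; inactive means maximum activity change above -50%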;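 further: thallium influx rate constant from kinetic fluorescence after stimulation buffer; on the % scale 0 is the no-effect control and ±100 the full control effect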
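Thallium flux read-out: FluxOr dye with Red40 quencher in HBSS/HEPES, 45 min at RT. Rate constants from kinetic reads were normalized to positive and negative DMSO controls. Cells: U2OS virally expressing the 3.1 isoform.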
GALK inh: qHTS Assay for Inhibitors of Human Galactokinase (GALK) | P51570 | Purified GALK, Kinase-Glo residual ATP luminescence | Potency, µM (highest dose often 57.5 µM), inactives show top-dose activity change, negative = inhibition, hits mostly inhibitors | 0.007% of 270,000 active | AID 1868, 2009; further: potency means the concentration at half of the fitted maximal effect; on the % scale 0 is the no-effect control and ±100 the full control effect
Target sequence (P51570 whole entry, looked up): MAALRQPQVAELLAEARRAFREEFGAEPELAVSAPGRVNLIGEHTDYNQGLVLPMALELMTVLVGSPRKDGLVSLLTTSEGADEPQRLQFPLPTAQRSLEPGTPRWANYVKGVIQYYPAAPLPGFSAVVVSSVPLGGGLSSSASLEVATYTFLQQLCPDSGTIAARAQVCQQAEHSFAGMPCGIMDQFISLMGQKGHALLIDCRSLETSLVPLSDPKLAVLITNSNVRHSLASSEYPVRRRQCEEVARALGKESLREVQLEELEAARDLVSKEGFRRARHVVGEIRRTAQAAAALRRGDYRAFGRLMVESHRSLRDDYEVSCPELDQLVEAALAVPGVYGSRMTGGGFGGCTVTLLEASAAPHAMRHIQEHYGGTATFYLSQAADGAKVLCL
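5 nM enzyme, 35 uM ATP, 100 uM galactose, 20 mM HEPES pH8.0, 5 mM MgCl2; 1 h RT; residual ATP by Kinase-Glo Plus luminescence, qHTS format.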
Integrin act MD: qHTS for Activators of Integrin-Mediated Alleviation for Muscular Dystrophy; Potency, µM (series often up to 38.3 µM), inactives show at the highest dose activation, actives largely listed as activators; AID 624291, 2012; alpha7betagal myoblasts, beta-gal FDG fluorescence, 48 h; 0.064% of 350,000 active;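 further: potency means the concentration at half of the fitted maximal effect; 100% = response of the positive control SU9516; nearly all actives have a fitted effect of over 60% in size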
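alpha7betagal+/- myoblasts (passage 13, 250/well) treated 48 h at 37C with compounds at 1:260 dilution of DMSO stock. Lysed, then beta-galactosidase activity read as FDG fluorescence (ex 480/em 540) after 30 min, with pre-read for autofluorescence.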
CXXC DNA block: qHTS Fluorescence Polarization Assay for Inhibitors of MLL CXXC domain - DNA interaction; MLL-CXXC / FITC-HOXA9 DNA fluorescence polarization; 0.037% of 290,000 active; Histone-lysine N-methyltransferase 2A (Homo sapiens), Q03164; AID 2662, 2010; Potency, µM (highest dose often 115 µM), inactives show top-dose activity change, negative = inhibition, most hits filed as inhibitors; active means well fitted inhibition curve with a large enough effect in the polarisation, with a control signal flat, not every such curve was filed as active; inconclusive means small, poorly fitted or top-dose-only effect, or effect the other way, or a change in a side signal; inactive means no such curve, though single readings can be large or run the other way; the % refers to the polarisation; further: potency means the concentration at half of the fitted maximal effect
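Purified MLL-CXXC (added from a 7 uM solution) was preincubated 5 min at ambient with pinned compounds in 50 mM Tris-HCl pH 7.5, 50 mM NaCl, 1 mM DTT, 0.05% BSA. Fluorescein-labeled HOX-A9 DNA (50 nM solution) followed, 30 min, then polarization read.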
S-ASM inh: Inhibitors of Secretory Acid Sphingomyelinase (S-ASM): qHTS; 0.006% of 340,000 active; AID 504937, 2011; Potency, µM (doses to about 57.5 µM), for the others: at the top dose activity change, negative = inhibition, most hits filed as inhibitors; placental ASM, HMU-PC fluorogenic substrate, 60 min; Sphingomyelin phosphodiesterase (Homo sapiens), P17405; further: potency means the concentration at half of the fitted maximal effect
Target sequence (P17405 47-631 limits assumed): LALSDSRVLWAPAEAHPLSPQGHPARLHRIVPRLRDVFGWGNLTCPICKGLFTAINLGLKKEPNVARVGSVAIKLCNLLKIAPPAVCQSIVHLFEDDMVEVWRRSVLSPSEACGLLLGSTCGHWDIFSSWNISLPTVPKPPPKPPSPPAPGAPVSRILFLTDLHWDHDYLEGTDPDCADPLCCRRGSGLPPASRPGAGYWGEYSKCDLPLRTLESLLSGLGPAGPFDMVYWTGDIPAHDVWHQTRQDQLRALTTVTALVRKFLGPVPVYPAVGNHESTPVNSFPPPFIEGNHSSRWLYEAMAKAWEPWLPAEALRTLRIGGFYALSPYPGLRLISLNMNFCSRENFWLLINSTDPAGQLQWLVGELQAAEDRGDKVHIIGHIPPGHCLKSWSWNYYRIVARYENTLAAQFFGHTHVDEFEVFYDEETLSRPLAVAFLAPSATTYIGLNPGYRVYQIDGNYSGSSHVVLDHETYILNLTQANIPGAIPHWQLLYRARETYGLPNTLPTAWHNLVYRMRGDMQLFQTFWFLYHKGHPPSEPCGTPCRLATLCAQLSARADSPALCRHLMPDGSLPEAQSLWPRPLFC
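Steps: dispense placental human ASM, pin compound, wait 10 min at room temperature, add HMU-PC0 substrate at 9 uM final, incubate 60 min at 37 °C, add stop solution raising pH to 10, read fluorescence.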
FBPA coupling cs: qHTS Assay for Inhibitors of Fructose-1,6-bisphosphate Aldolase from Giardia Lamblia: Coupling assay counterscreen; coupling enzyme system counterscreen, AmpLite Red fluorescence; activity change, negative = inhibition, % at 58.2 µM, hits read low; 0.67% of 290,000 active; in the data active means activity change below about -30%; further: on the % scale 0 is the no-effect control and ±100 the full control effect
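First, compound is pin-transferred into glyceraldehyde-3-phosphate coupling-enzyme reagent at 57.5 uM final and held 10 min at RT. Next, substrate, coupling system and AmpLite Red are added. After 20 min RT, fluorescence (525/598 nm) is read.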
hERG WT inh: qHTS for Inhibitors of KCHN2 3.1: Wildtype qHTS; Voltage-gated inwardly rectifying potassium channel KCNH2 (Homo sapiens), Q12809; U2OS, BacMam KCNH2, thallium flux FluxOr; active compounds read low; activity change, % at 1.84 µM; 0.37% of 340,000 active;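 active means maximum activity change below -70%; inconclusive means maximum activity change between -70% and -50%; inactive means maximum activity change above -50%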; further: on the % scale 0 is the no-effect control and ±100 the full control effect
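U2OS cells transduced with wild-type KCNH2 virus are loaded with FluxOr dye for 45 min, and thallium flux is measured in kinetic reads before and after stimulation buffer. Rate constants are normalized to DMSO controls.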
MBNL1 CUG block: qHTS Assay for Inhibitors of MBNL1-poly(CUG) RNA binding. TR-FRET MBNL1-His/biotin-(CUG)12 binding, 665/545 ratio. Potency, µM (series often up to 57.5 µM), for the others: at the top dose activity change, negative = inhibition, most hits filed as inhibitors. 0.036% of 280,000 active; active means well fitted inhibition curve with a large enough effect in the signal ratio, with a control signal flat, not every such curve was filed as active; inconclusive means small, poorly fitted or top-dose-only effect, or effect the other way, or a change in a side signal; inactive means no such curve, though single readings can be large or run the other way; the % refers to the signal ratio; further: potency means the concentration at half of the fitted maximal effect; on the % scale 0 is the no-effect control and ±100 the full control effect
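TR-FRET between His-tagged MBNL1 and biotin-(CUG)12 RNA, detected with Tb anti-His antibody (0.055 ng/ul) and streptavidin-XL665 (5 nM), 60 min at room temperature. Compounds titrated 92 nM to 58 uM; 665/545 nm ratio normalized to buffer and complex controls.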
A-T KAP1 phos: qHTS Assay for Identifying a Potential Treatment of Ataxia-Telangiectasia; 0.19% of 320,000 active; […] A-T fibroblasts, KAP-1 phosphorylation AlphaLISA; neocarzinostatin DNA damage 30 min before lysis; Potency, µM (doses to about 57.5 µM), for the others: at the top dose activation, most hits filed as activators; further: potency means the concentration at half of the fitted maximal effect; % of control where 0% means no effect; nearly all actives have a fitted effect of over 45% in size
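ATM-like activity read as KAP-1 phosphorylation via AlphaLISA donor/acceptor antibody pairs after lysis and 6 hr at 25C. Cells were ATM-null patient fibroblasts ([…], hTERT), dosed 60 min, then exposed to the DSB inducer NCS for 30 min.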
* = called active by the depositor; [ ] = remark or other dose. Unless noted, the call rests on the fitted dose curve; in most records, active means well fitted curve in the direction sought with a large enough effect; inconclusive means small, poorly fitted or top-dose-only effect, or another doubt; inactive means no such curve, though single readings can be large; an effect the other way counts as inactive or inconclusive.

Screening Cc1noc(C)c1S(=O)(=O)N1CCC(C(=O)NC2CCN(Cc3ccccc3)CC2)CC1 returned TRPV1 agonist 0, KCNH2 3.1 block 3, GALK inh 0%, Integrin act MD -8%, CXXC DNA block -21%, S-ASM inh -2%, FBPA coupling cs -3, hERG WT inh 7, MBNL1 CUG block 7% and A-T KAP1 phos -1%.
`O=C(NC(=S)Nc1ccc(NC(=O)c2ccccc2)cc1)c1ccc(F)cc1` gave TRPV1 agonist 1, KCNH2 3.1 block -4, GALK inh 6%, Integrin act MD 28%, CXXC DNA block 9%, S-ASM inh -2%, hERG WT inh -6, MBNL1 CUG block -4% and A-T KAP1 phos -12%.
Screening COc1ccc(C2C(=O)N(C3CCCCC3)CC(=O)N2CCc2ccccc2)cc1OC (configuration not stated) returned TRPV1 agonist 13, KCNH2 3.1 block -3, GALK inh -2%, Integrin act MD 4%, CXXC DNA block -12%, S-ASM inh 0%, FBPA coupling cs 2, hERG WT inh -5, MBNL1 CUG block 0% and A-T KAP1 phos 1%.
Cc1ccccc1-n1c(SCc2c(C)noc2C)nnc1-c1c[nH]c2ccccc12 was read as TRPV1 agonist 29, KCNH2 3.1 block -5, GALK inh 4%, Integrin act MD 29%, CXXC DNA block 8%, S-ASM inh -7%, FBPA coupling cs 1, hERG WT inh 2, MBNL1 CUG block 0% and A-T KAP1 phos 5%.
Cc1cc(NC(=O)C(=O)c2cn(C)c3ccccc23)no1 was read as TRPV1 agonist inconclusive, KCNH2 3.1 block -12, GALK inh 5%, Integrin act MD -23%, CXXC DNA block 12%, S-ASM inh 3%, FBPA coupling cs -1, hERG WT inh 15, MBNL1 CUG block 30% and A-T KAP1 phos 3%.
`COC(=O)c1ccc(NC(=S)N2CCC(C(N)=O)CC2)cc1` gave TRPV1 agonist -2, KCNH2 3.1 block 8, GALK inh 0%, Integrin act MD -15%, CXXC DNA block 8%, S-ASM inh 2%, FBPA coupling cs 1, hERG WT inh 3, MBNL1 CUG block inconclusive and A-T KAP1 phos -3%.
Screening Cn1c(CN2CCOCC2)nnc1SCc1ccccc1 returned TRPV1 agonist 1, KCNH2 3.1 block inconclusive, GALK inh -3%, Integrin act MD -18%, CXXC DNA block 6%, S-ASM inh 2%, hERG WT inh 8, MBNL1 CUG block -1% and A-T KAP1 phos 4%.
`CCOc1ccc(C(C)C)cc1S(=O)(=O)n1ccnc1C` gave TRPV1 agonist inconclusive, KCNH2 3.1 block 7, GALK inh 3%, Integrin act MD 28%, CXXC DNA block 11%, S-ASM inh 3%, FBPA coupling cs 2, hERG WT inh 1, MBNL1 CUG block -1% and A-T KAP1 phos -3%.
For O=C1NC(=Nc2ccccc2)S/C1=C\c1cccnc1 the results were TRPV1 agonist -2, KCNH2 3.1 block 5, GALK inh -2%, Integrin act MD inconclusive, CXXC DNA block -21%, S-ASM inh 3%, FBPA coupling cs -3, hERG WT inh 11 and A-T KAP1 phos 2%.
Screening Cc1[nH]c(C)c(S(=O)(=O)Nc2cccc(Cl)c2C)c1C(=O)N1CCCC1 returned TRPV1 agonist -4, KCNH2 3.1 block 1, GALK inh -1%, Integrin act MD 24%, CXXC DNA block -1%, S-ASM inh 1%, FBPA coupling cs 0, hERG WT inh -3, MBNL1 CUG block 2% and A-T KAP1 phos -8%.
For COc1cc(C(=O)NC(=S)N(CCc2ccccc2)CCc2ccccc2)cc(OC)c1OC the results were TRPV1 agonist 3, KCNH2 3.1 block -12, GALK inh -2%, Integrin act MD -39%[inhibitor], CXXC DNA block 10%, S-ASM inh -5%, FBPA coupling cs 0, hERG WT inh -14, MBNL1 CUG block inconclusive and A-T KAP1 phos -2%.
`OC(Cc1ccncc1)(c1ccccc1)c1ccccc1` gave TRPV1 agonist 5, KCNH2 3.1 block 11, Integrin act MD -3%, S-ASM inh 5%, hERG WT inh 7 and A-T KAP1 phos 14%.
`Cc1ccc(N=Cc2c(O)n(-c3ccc4c(c3)OCO4)c(=O)c3ccccc23)cc1` gave TRPV1 agonist -2, KCNH2 3.1 block -6, GALK inh -1%, Integrin act MD 3%, CXXC DNA block 20%, S-ASM inh 10%, FBPA coupling cs -2, hERG WT inh 16, MBNL1 CUG block 5% and A-T KAP1 phos 5%.
O=C(CCC(=O)Nc1nnc(C2CCCCC2)s1)NCc1ccc(F)cc1 was read as TRPV1 agonist 0, KCNH2 3.1 block -4, GALK inh -4%, Integrin act MD 14%, CXXC DNA block 13%, S-ASM inh -2%, FBPA coupling cs 0, hERG WT inh -11, MBNL1 CUG block -2% and A-T KAP1 phos 2%.
Screening O=c1[nH]ncn1-c1ccccc1C(F)(F)F returned TRPV1 agonist -1, KCNH2 3.1 block -13, GALK inh -1%, Integrin act MD 15%, CXXC DNA block -7%, S-ASM inh 1%, FBPA coupling cs 0, hERG WT inh 3, MBNL1 CUG block -3% and A-T KAP1 phos -5%.
For O=C(CCC1CCCCC1)NCCN1CCOCC1 the results were TRPV1 agonist 4, KCNH2 3.1 block 3, GALK inh 1%, Integrin act MD 1%, CXXC DNA block -1%, S-ASM inh -2%, FBPA coupling cs -3, hERG WT inh -3, MBNL1 CUG block -3% and A-T KAP1 phos -1%.
Screening O=C(c1cc(COc2ccc(F)c(F)c2)on1)N1CCSCC1 returned TRPV1 agonist inconclusive, KCNH2 3.1 block 4, GALK inh 8%, Integrin act MD 12%, CXXC DNA block -5%, S-ASM inh -3%, hERG WT inh 5, MBNL1 CUG block 6% and A-T KAP1 phos 6%.
Screening O=C(NCc1ccco1)C1CCN(c2ccc(N3CCOCC3)nn2)CC1 returned TRPV1 agonist 1, KCNH2 3.1 block -1, GALK inh 0%, Integrin act MD 7%, CXXC DNA block 3%, S-ASM inh 270%[activator], FBPA coupling cs -3, hERG WT inh -6, MBNL1 CUG block inconclusive and A-T KAP1 phos -1%.
CC(=O)c1cc2c(cc1C)CCCC2(C)C was read as KCNH2 3.1 block -9, Integrin act MD 0%, S-ASM inh -3% and hERG WT inh 0.
For COCCS(=O)(=O)N(Cc1ccccc1)[C@H](C(=O)OC)C(C)C the results were KCNH2 3.1 block -15, Integrin act MD -19%, S-ASM inh 0%, hERG WT inh -5 and A-T KAP1 phos 7%.
Cc1ccccc1OCc1nnc(SCC(=O)Nc2c(C)n(C)n(-c3ccccc3)c2=O)n1-c1ccccc1 was read as TRPV1 agonist -1, KCNH2 3.1 block -10, GALK inh 0%, Integrin act MD 3%, CXXC DNA block -3%, S-ASM inh 3%, FBPA coupling cs -2, hERG WT inh -7 and A-T KAP1 phos 1%.
Nc1nc(-c2ccccc2)c(-c2ccccc2)s1 was read as TRPV1 agonist 19, KCNH2 3.1 block 5, Integrin act MD 2%, CXXC DNA block 23%, S-ASM inh -3%, FBPA coupling cs -3, hERG WT inh -1, MBNL1 CUG block 2% and A-T KAP1 phos 0%.
Cc1ccc(NC(=O)CN(C)C(=O)c2cc(-c3ccccc3)nn2-c2ccccc2)cc1 was read as TRPV1 agonist 11, KCNH2 3.1 block -16, Integrin act MD 28%, hERG WT inh 2 and A-T KAP1 phos 0%.
Cc1cccc(-n2c(N)cc(=O)nc2SCC(=O)Nc2ccccc2)c1 was read as TRPV1 agonist 0, KCNH2 3.1 block -179*, GALK inh -1%, Integrin act MD 4%, CXXC DNA block 4%, S-ASM inh -2%, FBPA coupling cs -1, hERG WT inh -144* and MBNL1 CUG block -1%.

Fetched by structure from the list above (2):
Cc1ccccc1OCc1nnc(SCC(=O)Nc2c(C)n(C)n(-c3ccccc3)c2=O)n1-c1ccccc1 was read as TRPV1 agonist -1, KCNH2 3.1 block -10, GALK inh 0%, Integrin act MD 3%, CXXC DNA block -3%, S-ASM inh 3%, FBPA coupling cs -2, hERG WT inh -7 and A-T KAP1 phos 1%.
Cc1cccc(-n2c(N)cc(=O)nc2SCC(=O)Nc2ccccc2)c1 was read as TRPV1 agonist 0, KCNH2 3.1 block -179*, GALK inh -1%, Integrin act MD 4%, CXXC DNA block 4%, S-ASM inh -2%, FBPA coupling cs -1, hERG WT inh -144* and MBNL1 CUG block -1%.

Random draw from the library; about 2% have a hit in one of these screens.
